DLD1 CTGF mRNA: YAP1 pathway inhibitors via CTGF transcript, primary screen, DLD1 colon cancer cells, RT-qPCR, single point (AID 743449). DLD1 CTGF mRNA qPCR, 24 h; hits give high values. inhibition, % at 12.5 µM. 9,900 compounds, 0.9% hits;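 active = mean normalized replicate activity at least 50 and at least half of replicates each reaching 50; inconclusive = only one of the two criteria met; inactive = neither criterion met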;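 also: 0% = neutral control wells and 100% = dasatinib control wells; higher means stronger suppression of CTGF expression like dasatinib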
Pax4 mRNA alpha TC1: activators of Pax4 gene expression, primary screen, RT-PCR, mouse alpha TC1 cells, single point (AID 1053180) | activation, % at 10 µM | mouse alpha TC1 cells, Pax4 mRNA qPCR, 6 days; hits give high values; 100% = Pax4 plasmid added at qPCR | 9,600 compounds, 0.2% hits;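 active = highest normalized replicate activity of 15 or more, or at least half the replicates reach 15 or more; inactive = neither condition met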;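 also: pax4 Ct normalized to GAPDH with activation seen as lower delta delta Ct; plate controls were plate neutral control wells for no effect and Pax4 plasmid positive control for full effect; each compound tested in two replicate wells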
Starred values were filed as active, the others as inactive; ? = inconclusive; / = no result given. Not all compounds are listed; count on the stated rates, not on these rows.

SMILES	DLD1 CTGF mRNA	Pax4 mRNA alpha TC1
C/C=C/c1ccc([C@H]2[C@H](CO)N(S(=O)(=O)Cc3ccccc3)C23CN(C(=O)C2CCCC2)C3)cc1	11.1	/
O=C(Nc1cc(F)ccc1F)N[C@H]1CC[C@H](CC(=O)N2CCc3ccccc3C2)O[C@H]1CO	7.2	0.0
COc1cccc(NC(=O)N2C[C@@H](O)COC[C@H]3O[C@H](CC(=O)N(C)C)CC[C@@H]32)c1	0.2	0.0
C[C@@H]1CCCCO[C@H](CN(C)Cc2ccc(C(F)(F)F)cc2)[C@@H](C)CN([C@H](C)CO)C(=O)c2cc(NC(=O)Nc3cccc4ccccc34)ccc2O1	-2.5	0.0
N#C[C@@H]1[C@H](c2ccccc2-c2cccc(F)c2)[C@H](CO)N1S(=O)(=O)c1cccc(F)c1	-3.6	0.0
COc1ccc(NC(=O)N(C)C[C@H]2OCc3ccccc3-c3ccccc3C(=O)N([C@H](C)CO)C[C@H]2C)c(OC)c1	14.3	0.0
N#C[C@@H]1[C@@H](c2ccccc2C2=CCCC2)[C@H](CO)N1C(=O)C1CCOCC1	25.1	0.0
CN(C)CC(=O)N1CCCCN2[C@H](CO)[C@@H](c3ccc(-c4cncnc4)cc3)[C@H]2C1	1.7	0.0
CS(=O)(=O)N1CC(=O)N2[C@@H](CO)[C@H](c3ccc(C#CCC4CCCC4)cc3)[C@@H]2C1	8.4	0.0
Cc1noc(C)c1NC(=O)N(C)C[C@H]1Oc2cc(C#CCN(C)C)ccc2S(=O)(=O)N([C@H](C)CO)C[C@@H]1C	3.9	0.0
N#C[C@@H]1[C@@H](c2ccccc2C2=CCCCC2)[C@H](CO)N1C(=O)c1ccccn1	15.3	0.0
Cn1cnc(CCNC(=O)[C@H]2[C@H](CO)[C@H]3Cn4c(cccc4=O)[C@H]3N2C(=O)Nc2ccccc2)c1	2.8	0.0
CC(=O)N1[C@H](C(=O)NCc2ccccc2Cl)[C@@H](CO)[C@@H]2Cn3c(ccc(-c4cncnc4)c3=O)[C@@H]21	-6.6	0.0
N#C[C@H]1[C@@H](c2ccc(C3=CCCCC3)cc2)[C@@H](CO)N1S(=O)(=O)c1ccccc1	-122.1	0.0
C[C@@H]1CCn2cc(nn2)COC[C@H](Cc2ccccc2)NC1=O	-11.4	0.0
CO[C@H](CN(C)Cc1ccc2c(c1)OCO2)[C@H](C)CN(C(=O)c1ccccc1)[C@H](C)CO	-17.0	0.0
C[C@H](NC(=O)C[C@H]1C=C[C@H](NS(=O)(=O)c2cccc(F)c2)[C@H](CO)O1)c1ccccc1	7.1	0.0
CCCNC(=O)N1CC2(C1)[C@H](c1ccccc1)[C@H](CO)N2C(=O)c1cccnc1	8.2	/
CNC[C@H]1Oc2ccc(NS(=O)(=O)c3ccc(OC)cc3)cc2C(=O)N([C@@H](C)CO)C[C@H]1C	-7.8	0.0
CO[C@H]1CC[C@@H]2CCOc3c(C#N)cccc3C(=O)N(C)C[C@@H](OC)[C@@H](C)C(=O)N(C)C[C@@H]1O2	16.3	0.0
COC(=O)C[C@H]1CC[C@H](N)[C@@H](CO)O1	-8.8	0.0
Cc1noc(C)c1S(=O)(=O)N(C)C[C@H]1OCc2ccccc2-c2c(n(C)c3ccccc23)C(=O)N([C@@H](C)CO)C[C@@H]1C	-8.9	0.0
CCS(=O)(=O)N1[C@H](C#N)[C@H](c2ccc(C#Cc3ccccc3F)cc2)[C@@H]1CO	16.6	0.0
CO[C@H]1CN(C)C(=O)c2ccc(NC(=O)Nc3c(C)noc3C)cc2OC[C@@H](C)N(CCC(F)(F)F)C[C@@H]1C	-15.3	0.0
COc1cccc(CNC(=O)C[C@H]2CC[C@@H]3[C@H](COc4ccc(NS(=O)(=O)c5ccccc5F)cc4C(=O)N3C)O2)c1	-33.0	0.0

Record cards, from the list above.
`C/C=C/c1ccc([C@H]2[C@H](CO)N(S(=O)(=O)Cc3ccccc3)C23CN(C(=O)C2CCCC2)C3)cc1` reads DLD1 CTGF mRNA: 11.1; Pax4 mRNA alpha TC1: /
`C[C@H](NC(=O)C[C@H]1C=C[C@H](NS(=O)(=O)c2cccc(F)c2)[C@H](CO)O1)c1ccccc1` reads DLD1 CTGF mRNA: 7.1; Pax4 mRNA alpha TC1: 0.0

Sorted by molecular weight (highest first): some entries from above
SMILES	DLD1 CTGF mRNA	Pax4 mRNA alpha TC1
CC(=O)N1[C@H](C(=O)NCc2ccccc2Cl)[C@@H](CO)[C@@H]2Cn3c(ccc(-c4cncnc4)c3=O)[C@@H]21	-6.6	0.0
CCCNC(=O)N1CC2(C1)[C@H](c1ccccc1)[C@H](CO)N2C(=O)c1cccnc1	8.2	/
N#C[C@@H]1[C@@H](c2ccccc2C2=CCCC2)[C@H](CO)N1C(=O)C1CCOCC1	25.1	0.0

Carrying on.
SMILES	DLD1 CTGF mRNA	Pax4 mRNA alpha TC1
CN1CCN(C(=O)C[C@@H]2C[C@H]3c4cc(NS(C)(=O)=O)ccc4O[C@H]3[C@H](CO)O2)CC1	-38.1	0.0
Cc1noc(C)c1NC(=O)N(C)C[C@@H]1Oc2ccc(NC(=O)CCCN(C)C)cc2C(=O)N([C@@H](C)CO)C[C@H]1C	15.1	0.0
O=C(C[C@H]1CC[C@@H]2[C@H](COC[C@H](O)CN2C(=O)Nc2ccc(F)cc2)O1)NC1CCC1	9.8	0.0
CN(C)CC(=O)N[C@H]1C=C[C@H](CC(=O)NCc2ccc(Cl)cc2)O[C@@H]1CO	2.9	0.0
C[C@H](CO)N1C[C@H](C)[C@H](CN(C)Cc2ccccc2)OCc2cn(nn2)CCCC1=O	-1.9	0.0
CO[C@@H]1CN(C)C(=O)c2cc(NC(=O)Nc3ccccc3F)ccc2OC[C@@H](C)N(C(=O)c2cnccn2)C[C@H]1C	?	0.0
CO[C@H]1CN(C)C(=O)c2cc(NC(=O)Cc3ccccc3)ccc2OC[C@H](C)N(C(=O)c2ccccc2F)C[C@@H]1C	7.0	0.0
CN1C(=O)c2cc(NC(=O)Cc3cccs3)ccc2OC[C@H]2O[C@@H](CC(=O)NCCCN3CCOCC3)CC[C@@H]21	-2.7	0.0
CC(C)C#Cc1ccc([C@@H]2[C@H]3CN(S(=O)(=O)c4ccccc4)CC(=O)N3[C@H]2CO)cc1	-36.9	0.1
CO[C@@H]1CN(C)C(=O)c2cc(NC(=O)C3CCCCC3)ccc2OC[C@@H](C)N(Cc2cccnc2)C[C@@H]1C	-4.9	0.0
COc1ccc2c3c([nH]c2c1)[C@@H](CO)N(C(=O)c1cccnc1)CC31CN(C(=O)Nc2cccc(F)c2)C1	25.9	0.0
O=C(CC1CC1)N1[C@@H]2CN(S(=O)(=O)c3ccccc3F)c3ccccc3[C@@H]2[C@@H]1CO	-17.9	0.0
C[C@H]1CN([C@@H](C)CO)C(=O)c2cccc(NC(=O)NC3CCCCC3)c2O[C@@H]1CN(C)Cc1ccc(C(F)(F)F)cc1	-56.1	0.2
COc1ccc(NC(=O)N2CC(=O)N3[C@H](CO)[C@H](c4ccc(Br)cc4)[C@@H]3C2)cc1	1.5	0.0
CO[C@H]1CC[C@@H]2CCOc3c(C#N)cccc3C(=O)N(C)CC3(CCCCC3)CC(=O)N(C)C[C@H]1O2	14.2	0.0
CO[C@@H]1CN(C)C(=O)c2ccc(NC(=O)Nc3ccccc3)cc2OC[C@H](C)N(C(=O)CC2CC2)C[C@H]1C	-3.9	0.0
C[C@@H]1CCCCO[C@H](CN(C)Cc2ccc3c(c2)OCO3)[C@H](C)CN([C@H](C)CO)C(=O)c2cc(NS(=O)(=O)c3cn(C)cn3)ccc2O1	-51.9	0.0
C/C=C/c1cccc(-c2nc(C(=O)NCCN3CCCCC3)cc3c2[C@H](CCO)N([S@@](=O)C(C)(C)C)C3)c1	5.1	0.0
COc1cccc(NC(=O)C[C@@H]2CC[C@H]3[C@@H](COc4ccc(NS(=O)(=O)c5cccc(F)c5)cc4C(=O)N3C)O2)c1	?	0.0
C[C@@H]1CN([C@@H](C)CO)C(=O)c2cc(NC(=O)NC3CCCCC3)ccc2O[C@H]1CN(C)S(C)(=O)=O	0.7	0.0
CCS(=O)(=O)NCC[C@@H]1CC[C@H](NC(=O)Nc2cc(Cl)cc(Cl)c2)[C@@H](CO)O1	13.4	0.0
C[C@H](CO)N1C[C@H](C)[C@@H](CN(C)S(=O)(=O)c2cn(C)cn2)Oc2c(NC(=O)Nc3ccc(C(F)(F)F)cc3)cccc2C1=O	-34.4	0.0
C[C@@H]1CN([C@@H](C)CO)C(=O)CCCn2nncc2CO[C@@H]1CN(C)Cc1cccc2c1OCCCO2	20.4	0.0
O=C(Nc1ccc(C(F)(F)F)cc1)N[C@@H]1C=C[C@@H](CC(=O)N2CCCCC2)O[C@@H]1CO	?	0.0
C[C@H](CO)N1C[C@H](C)[C@H](CN(C)C(=O)Nc2ccc3c(c2)OCCO3)OCc2cnnn2CCCC1=O	-1.0	0.0
(next part)
SMILES	DLD1 CTGF mRNA	Pax4 mRNA alpha TC1
COc1ccc(-c2ccc(C3[C@H]4CNC[C@@H]3N4S(=O)(=O)Cc3ccccc3)cc2)cc1 (stereo partly specified)	-14.0	0.0
COCC#Cc1ccc([C@@H]2[C@@H](CO)N3C(=O)CN(C(=O)Nc4ccccc4F)C[C@H]23)cc1	13.6	0.0
CC(C)C#Cc1ccc([C@@H]2[C@@H](C#N)N(C(=O)c3cccc(F)c3)[C@@H]2CO)cc1	14.6	0.0
COc1ccc2c3c(n(C)c2c1)[C@H](CO)N(C(C)=O)CC31CN(S(=O)(=O)c2ccccc2)C1	29.6	0.0
Cc1cccc(-c2ccc([C@@H]3[C@@H](CO)N4CCCCN(S(=O)(=O)c5ccccc5F)C[C@@H]34)cc2)c1	63.6*	0.0
COc1ccc2c3c([nH]c2c1)[C@H](CO)N(C(=O)CC1CC1)CC31CN(Cc2cccnc2)C1	7.5	0.0
COc1ccc(NC(=O)N2CC(=O)N3[C@H](CO)[C@@H](c4ccc(Br)cc4)[C@@H]3C2)cc1	-6.4	0.0
C[C@H](CO)N1C[C@H](C)[C@H](CN(C)C(=O)c2ccc(N3CCN(C)CC3)cc2)OCc2cnnn2CCCC1=O	-0.7	0.0
COc1ccc2c3c([nH]c2c1)[C@H](CO)NCC31CN(C(=O)Nc2c(C)noc2C)C1	-10.8	0.0
O=C(CC1CC1)N1[C@@H](CO)[C@@H](c2ccccc2)C12CN(Cc1ccccc1)C2	0.5	/
O=C(C[C@H]1CC[C@H]2[C@@H](COC[C@@H](O)CN2C(=O)c2ccncc2)O1)NCc1cc(F)cc(F)c1	-27.4	0.0
CN1C(=O)c2cc(NC(=O)Nc3ccc(Cl)cc3)ccc2OC[C@@H]2O[C@H](CC(=O)NCCN3CCCCC3)CC[C@H]21	-76.5	0.0
C[C@H]1CN([C@@H](C)CO)C(=O)CCCn2cc(nn2)CO[C@H]1CN(C)C(=O)c1ccc(N2CCN(C)CC2)cc1	-11.0	0.0
O=C(CN1CCOCC1)N1CC[C@@H]2[C@@H](CO)Nc3ccc(Br)cc3[C@@H]21	-41.4	0.0
O=C(CN1CCOCC1)N1CCCCN2[C@H](CO)[C@@H](c3ccc(Br)cc3)[C@@H]2C1	-25.2	0.0
N#C[C@@H]1[C@@H](c2ccc(C#CC3(O)CCCC3)cc2)[C@@H](CO)N1C(=O)C1CCCCC1	-14.6	0.0
C/C=C/c1ccc([C@@H]2[C@H](CO)N(C(C)=O)[C@H]2CN(CC)C(=O)CN(C)C)cc1	-18.7	0.0
C[C@@H]1CN([C@H](C)CO)C(=O)c2cc(NS(=O)(=O)c3cn(C)cn3)ccc2O[C@@H]1CN(C)C(=O)Nc1cccc2ccccc12	-6.2	0.0
COc1ccc2c3c(n(C)c2c1)[C@H](CO)N(C(=O)Nc1ccc(F)cc1)CC31CN(C(=O)CN2CCOCC2)C1	14.3	0.0
O=C(NCC[C@H]1CC[C@@H](NC(=O)c2ccncc2)[C@@H](CO)O1)Nc1ccc(Cl)cc1	1.2	0.0
O=C(c1cccnc1)N1CC[C@@H]2[C@@H](CO)Nc3ccc(C4=CCCCC4)cc3[C@@H]21	-1.2	0.0
CCCNC(=O)[C@@H]1[C@@H](CO)[C@@H]2Cn3c(cccc3=O)[C@H]1N2CCC(F)(F)F	16.8	0.0
COc1ccc2c3c([nH]c2c1)[C@@H](CO)N(C(=O)Nc1ccc(F)cc1)CC31CN(Cc2cc(F)ccc2F)C1	-6.7	0.3
N#C[C@@H]1N[C@@H](CO)[C@@H]1c1ccc(C#Cc2ccccc2F)cc1	-8.3	0.0
CCC(=O)N1C[C@@H](C)[C@H](OC)CN(C)C(=O)c2ccc(NC(=O)CC(F)(F)F)cc2OC[C@H]1C	-14.3	0.0
(further entries)
SMILES	DLD1 CTGF mRNA	Pax4 mRNA alpha TC1
COc1ccc2c3c([nH]c2c1)[C@@H](CO)N(CC1CCCC1)CC31CN(C)C1	-13.5	0.0
C/C=C/c1ccc2c(c1)[C@@H]1[C@@H](CCN1C(=O)Cc1ccncc1)[C@@H](CO)N2C	23.5	0.0
COc1cccc(C(=O)Nc2ccc3c(c2)C(=O)N(C)[C@@H]2CC[C@H](CC(=O)N[C@H](C)c4ccccc4)O[C@H]2CO3)c1	-42.9	0.0
COc1ccccc1NC(=O)N1[C@H](C#N)[C@H](c2ccccc2)[C@@H]1CO	-14.7	0.0
O=C(C[C@@H]1CC[C@@H]2NC[C@@H](O)COC[C@H]2O1)N1CCc2ccccc2C1	-19.1	0.1
C[C@H]1CN([C@@H](C)CO)C(=O)c2cccc(NC(=O)c3nc4ccccc4s3)c2O[C@@H]1CN(C)C(=O)Nc1ccc2c(c1)OCO2	78.9*	0.0
C[C@H](CO)N1C[C@H](C)[C@@H](CN(C)Cc2ccc(Cl)c(Cl)c2)Oc2c(NS(=O)(=O)c3ccc(F)cc3)cccc2C1=O	-23.6	0.0
